Source: PubChem (several laboratories)
Mtb RmlCD inh – M. tuberculosis RmlC/RmlD inhibition. P9WH09+P9WH11. RmlC+RmlD coupled enzyme assay, percent inhibition; primary screen in compound mixtures. inhibition, % at 3.6 µM. 160,000 compounds, 0.03% hits; in the data active = inhibition mostly above about 34%, no sharp cut-off; also: some results filed as inactive read as strong as hits
Target sequence (P9WH09 whole entry, looked up): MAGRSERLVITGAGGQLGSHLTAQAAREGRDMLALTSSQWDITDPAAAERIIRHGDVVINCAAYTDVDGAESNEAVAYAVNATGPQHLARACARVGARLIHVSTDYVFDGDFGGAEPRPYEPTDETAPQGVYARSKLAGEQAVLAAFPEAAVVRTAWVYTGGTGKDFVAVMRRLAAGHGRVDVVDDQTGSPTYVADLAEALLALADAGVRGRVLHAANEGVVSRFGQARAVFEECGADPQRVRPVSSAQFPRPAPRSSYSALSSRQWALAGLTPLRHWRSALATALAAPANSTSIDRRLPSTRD
Target sequence (P9WH11 whole entry, looked up): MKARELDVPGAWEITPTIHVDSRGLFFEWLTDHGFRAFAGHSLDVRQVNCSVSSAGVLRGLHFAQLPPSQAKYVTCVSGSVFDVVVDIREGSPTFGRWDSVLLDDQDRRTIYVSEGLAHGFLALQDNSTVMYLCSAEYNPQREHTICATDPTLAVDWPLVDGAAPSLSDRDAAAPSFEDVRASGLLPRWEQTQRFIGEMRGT
M. tuberculosis GlmU – inhibition of mycobacterial GlmU enzyme – biochemical, glucosamine-1-phosphate acetyltransferase (AID 1376); inhibition, %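 (tested at 30 µM in the primary screen)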; hits with a dose series show IC50 in µM; 220,000 compounds, 0.25% hits; M. tuberculosis GlmU acetyltransferase enzyme assay; higher % means a stronger effect; in the data active = inhibition above about 13%;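 also: 0% = complete reaction with vehicle and 100% = reaction without substrate; strong numbers were not always called active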
* = called active by the depositor; . = not tested or not shown. This is a subset; rates above refer to the full screens.

SMILES | Mtb RmlCD inh | M. tuberculosis GlmU
O=C(COC(=O)c1ccncc1)NCCCc1ccccc1 | -14.4 | -3.0%
Cc1cc(C(F)(F)F)n2ncc(-c3ccccc3)c2n1 | . | -4.2%
Cc1ccc(N/C=C2\CCCCC2=O)c(C)c1 | 5.9 | 1.7%
O=C(Nc1ncccn1)C1CCCCC1 | -6.9 | 1.1%
CCOC(=O)N1CCN(C(=O)c2csc3c2CCCCC3)CC1 | 1.0 | -1.8%
Nc1nn2c(-c3ccccc3)cc(=O)[nH]c2c1N=Nc1ccc(O)cc1 | 9.1 | -6.8%
CCOC(=O)c1c(C)sc2c1N(C(=O)CCl)c1cc(Cl)ccc1S2 | 3.0 | -6.3%
COCCNC(=O)Cn1ncc2ccsc2c1=O | -5.4 | -0.3%
CCC(c1n[nH]c(=S)n1-c1ccccc1)N(C)C (configuration not stated) | -0.3 | -1.3%
CC(C)N(C(=O)Cc1ccccc1[N+](=O)[O-])C(C)C | 11.0 | 2.7%
Cc1ccc(NC(=S)NCc2ccccn2)cc1 | . | 2.2%
CN(NC(=O)C(C)(C)C)c1nc(-c2ccccc2)nnc1C(F)(F)F | 0.4 | 4.6%

Some of the entries above in a different format.
CCOC(=O)N1CCN(C(=O)c2csc3c2CCCCC3)CC1
  Mtb RmlCD inh: 1.0
  M. tuberculosis GlmU: -1.8%

Nc1nn2c(-c3ccccc3)cc(=O)[nH]c2c1N=Nc1ccc(O)cc1
  Mtb RmlCD inh: 9.1
  M. tuberculosis GlmU: -6.8%

The list goes on.
SMILES | Mtb RmlCD inh | M. tuberculosis GlmU
CC(C)OC(=O)C(C#N)c1nc2ccccc2nc1N1CCCC1 (configuration not stated) | -11.6 | 0.4%
CC(Sc1nc2ccccc2c(=O)[nH]1)C(=O)O (configuration not stated) | -0.8 | 4.1%
Cc1cc(O)ccc1N=Cc1c(C(F)(F)F)[nH][nH]c1=O | 4.1 | 2.8%
CN(CC(O)Cn1cnc2c1c(=O)n(C)c(=O)n2C)c1ccccc1 (configuration not stated) | 70.9 | 2.0%
Cc1[nH]n(-c2ccc([N+](=O)[O-])cc2)c(=O)c1/C=N/N1CCOCC1 | . | 2.1%
O=C(CSc1nnc(-c2ccc(Cl)cc2)n1Cc1ccco1)Nc1ccc2c(c1)OCCO2 | . | 2.0%
CCOc1ccc2nc(NC(=O)CC3Oc4ccccc4NC3=O)sc2c1 (configuration not stated) | . | 5.1%
COc1ccccc1OCC(O)CN1CCN(CC(=O)Nc2c(C)cccc2C)CC1 (configuration not stated) | . | 1.9%
NC(=O)NC(CC(=O)NCCCc1ccccc1)c1ccc(Cl)cc1 (configuration not stated) | 3.6 | .
COc1ccc(/C=N/n2c(-c3cc(C)[nH]n3)n[nH]c2=S)cc1OC | 3.1 | 5.3%
CC1CCN(S(=O)(=O)c2cc(Br)cc(C(=O)NC3=NCCS3)c2)CC1 | . | 0.3%
CCC(C)C(NC(=O)C(CC(C)C)NC(=O)C(CO)NC(=O)C1CCC(=O)N1)C(=O)OC (configuration not stated) | . | 0.3%

The list goes on (two carried over from the part before).
SMILES | Mtb RmlCD inh | M. tuberculosis GlmU
CC1CCN(S(=O)(=O)c2cc(Br)cc(C(=O)NC3=NCCS3)c2)CC1 | . | 0.3%
CCC(C)C(NC(=O)C(CC(C)C)NC(=O)C(CO)NC(=O)C1CCC(=O)N1)C(=O)OC (configuration not stated) | . | 0.3%
Cn1cc([C@@H]2C[C@H]3CN(Cc4cccc(Cl)c4)C(=O)[C@]34CCCN24)c2ccccc21 | -8.7 | -0.4%
Cc1ccc(S(=O)(=O)N(C)C)cc1NC(=O)CCc1ccccc1 | . | 3.6%
CC1(C)C=Cc2cc3ccc(=O)oc3cc2O1 | . | -2.1%
C=CCn1c(SCCN2C(=O)c3ccccc3C2=O)nc2scc(-c3ccccc3)c2c1=O | 3.2 | 2.8%
CC1CCN(CCOCCOc2ccc(Cl)cc2Br)CC1 | 5.5 | -3.4%
CCOc1cccc(CNC2CN3CCC2CC3)c1 (configuration not stated) | -8.0 | 2.9%
COc1ccc(CN=C(Nc2ccccc2)SC2CC(=O)NC2=O)cc1 (configuration not stated) | -3.8 | 0.8%
CCC(CC)C(=O)N1CCN(c2cccc(C)c2C)CC1 | -9.4 | -0.6%
O=C(O)C1C2C=CC(C2)C1C(=O)NCCCc1ccccc1 (configuration not stated) | -7.3 | 3.3%
Cc1ccc(NC(=S)NCC23C=CC(O2)C2C(=O)N(c4ccc(C)cc4)C(=O)C23)cc1 (configuration not stated) | 13.6 | -1.9%
CS(=O)(=O)N1N=C(c2ccccc2)CC1c1ccc2nccnc2c1 (configuration not stated) | . | -0.5%
Cc1ccc(C(=O)OC(C(=O)Nc2ccc(Cl)cc2C(F)(F)F)c2ccccc2)cc1 (configuration not stated) | 5.9 | 2.3%
O/N=C\c1ccc(-c2ccccc2)o1 | -1.0 | 7.1%
COCCN1C(=O)N[C@@H](CCc2ccccc2)[C@H](C(C)=O)[C@H]1C | 7.8 | -1.1%
CCS(=O)(=O)c1ccc(-c2csc(-c3ccc(Cl)cc3)n2)c(Cl)c1Cl | -4.7 | 1.8%
Cc1cc(CNC(=O)Nc2ccc3c(c2)OCO3)nn1C | -10.2 | -2.1%
O=C(Nc1ccccc1)c1cccnc1N1CCOCC1 | 1.9 | -0.4%
COc1ccc(C(=O)NCCC2=CCCCC2)cc1[N+](=O)[O-] | 6.0 | -2.7%
CCN(Cc1cc2ccccc2[nH]c1=O)S(=O)(=O)c1ccccc1 | . | -1.6%
Cc1cccc(C(=O)NCCC(=O)Nc2nc(C)c(Cc3ccc4c(c3)OCO4)s2)c1 | 3.5 | -3.2%
COC(=O)C1=C(C)N(C(C)C)C(=O)C1(NC(C)=O)C(F)(F)F (configuration not stated) | 7.6 | 2.8%
Cc1ccc(N(C(=O)Cc2cccs2)C(C(=O)NC2CCCCC2)c2ccccn2)cc1C (configuration not stated) | . | 3.9%
Oc1ccc(N2CCN(C(c3ccncc3)c3nnnn3C3CCCC3)CC2)cc1 (configuration not stated) | 5.4 | 1.5%
CN1/C(=C\C(=O)COC(=O)c2ccc(O)cc2)C(C)(C)c2ccccc21 | -9.7 | 1.0%
COc1ccc(OC2C(=O)N(CCc3ccc(OC)c(OC)c3)C2c2ccc3c(c2)OCO3)cc1 (configuration not stated) | 27.8 | 0.6%
COc1cccc2[nH]c3c(N4CCC(C(N)=O)CC4)ncnc3c12 | . | 6.6%
COc1ccc(NC(=O)/C=C/c2ccccc2)cn1 | -3.3 | -3.4%
Cc1ccc(C(c2nnnn2Cc2cccs2)N2CCN(Cc3ccc4c(c3)OCO4)CC2)cc1 (configuration not stated) | . | -0.2%
CC(=O)O[C@H]1C(=O)[C@@]2(C)[C@H]([C@H](OC(=O)c3ccccc3)[C@]3(O)C[C@H](OC(=O)[C@H](O)C(NC(=O)c4ccccc4)c4ccccc4)C(C)=C1C3(C)C)[C@]1(OC(C)=O)CO[C@@H]1C[C@@H]2O (some centres not stated) | . | -2.2%
CCCc1nnc(SCC(=O)N2CCOCC2)n1CCCOC | 0.9 | 0.6%
O=C(CSc1nnc(NC(=O)C2CC2)s1)Nc1ccc2c(c1)OCCO2 | 6.0 | 2.2%
O=C(/C=C/c1cccnc1)c1ccc(NC(=O)c2cccc(Br)c2)cc1 | 4.7 | -2.5%
O=[N+]([O-])c1ccc2nc(-c3ccc(Cl)cc3)[nH]c2c1 | -6.3 | -2.9%
N#CCSc1nnc(C2CCCCC2)n1-c1ccccc1 | . | 4.9%
O=C(O)COc1ccccc1/C=N/NC(=O)COc1ccc(-c2ccccc2)cc1 | 6.9 | 2.6%
Cc1noc(C)c1C(=O)N1CCN(c2cccc(Cl)c2)CC1 | 42.7 | 2.6%
S=C(Nc1ccc(Cl)cc1)NC1CC2CCCC(C1)N2C1CC1 (configuration not stated) | -6.1 | 0.3%
Cn1c(C(=O)N2CCc3ccccc3C2)cc2c(=O)n3ccccc3nc21 | 0.5 | 1.5%
Cc1cccc(NC(=O)C(=O)C2C(=O)Nc3ccccc32)c1 (configuration not stated) | 6.0 | -2.0%
COC(=O)c1nc2ccc(C)cn2c1F | 3.8 | -1.1%
Cc1ccccc1-c1noc(N)c1C#N | 17.3 | -0.9%
Cc1cccc(N2CCN(c3ccc(NC(=O)/C=C\C(=O)O)cc3)CC2)c1 | . | 1.9%
COc1ccc(NC(=O)CNC(=O)Cn2c(C)cc3ccccc3c2=O)cc1OC | -10.0 | 3.8%
CCCCNC(=O)CN1C(=O)NC2(CCCc3ccccc32)C1=O (configuration not stated) | -5.4 | 0.7%
Cn1c(Cn2nnc3ccccc32)nnc1SCC(=O)c1ccc(F)cc1 | 8.9 | 2.1%
Oc1c(C(c2cccc(F)c2)N2CCN(Cc3ccccc3)CC2)sc2ncnn12 (configuration not stated) | 5.9 | -7.4%
Cc1ccc(-n2c(C)cc(C(=O)COc3c(CO)cc(F)cc3CO)c2C)cc1C | -6.3 | -0.4%
CCOc1ccccc1OCCCC(=O)N(C)CC(=O)Nc1cc(C)ccc1C | . | 3.0%

Retrieved by structure from the list above, 2 records:
SMILES | Mtb RmlCD inh | M. tuberculosis GlmU
Cc1ccc(N(C(=O)Cc2cccs2)C(C(=O)NC2CCCCC2)c2ccccn2)cc1C (configuration not stated) | . | 3.9%
COc1ccc(CN=C(Nc2ccccc2)SC2CC(=O)NC2=O)cc1 (configuration not stated) | -3.8 | 0.8%

(list continues)
SMILES | Mtb RmlCD inh | M. tuberculosis GlmU
COc1cccc(NC(=O)c2cc(OC)c(OC)c(OC)c2Br)c1 | . | 1.6%
CC(C)C(OC(=O)c1nsc(Cl)c1Cl)C(=O)NC(C)(C)C (configuration not stated) | -6.1 | 4.9%
CCCN1CN(c2ccccc2)C(=S)N(c2ccccc2)C1 | -5.8 | 7.7%
N#Cc1nc(COc2ccc(Br)cc2)oc1NCCN1CCOCC1 | . | 4.4%
COc1cc(C2N(C)CCC3(OCCO3)C2(C)C)cc(OC)c1OC (configuration not stated) | -0.3 | 4.3%
Cc1c(NC(=O)CCCCCN2C(=O)c3ccccc3C2=O)c(=O)n(-c2ccccc2)n1C | 8.6 | -4.0%
O=C(CSc1nnc2c(n1)[nH]c1ccccc12)Nc1ccc(N2CCOCC2)cc1 | -1.8 | -3.7%
Cc1[nH]ccc(=O)c1OC1OC(CO)C(O)C(O)C1O (configuration not stated) | . | -4.5%
COc1cc2c(C(=O)N3CCN(C)CC3)c(C)n(C)c2cc1Br | 12.1 | 1.2%
COc1cccc(N2C(=O)C3ON(c4ccccc4)C(c4cccs4)C3C2=O)c1 (configuration not stated) | -10.4 | 8.4%
Cc1cc(-c2onc(C)c2C(=O)N/N=C/c2ccccc2)no1 | 6.8 | 2.3%
CC(C)N1CCc2c(sc(N)c2C#N)C1 | 10.0 | -1.5%

Brought forward from above: seven compounds; new compounds follow.
SMILES | Mtb RmlCD inh | M. tuberculosis GlmU
Cc1c(NC(=O)CCCCCN2C(=O)c3ccccc3C2=O)c(=O)n(-c2ccccc2)n1C | 8.6 | -4.0%
O=C(CSc1nnc2c(n1)[nH]c1ccccc12)Nc1ccc(N2CCOCC2)cc1 | -1.8 | -3.7%
Cc1[nH]ccc(=O)c1OC1OC(CO)C(O)C(O)C1O (configuration not stated) | . | -4.5%
COc1cc2c(C(=O)N3CCN(C)CC3)c(C)n(C)c2cc1Br | 12.1 | 1.2%
COc1cccc(N2C(=O)C3ON(c4ccccc4)C(c4cccs4)C3C2=O)c1 (configuration not stated) | -10.4 | 8.4%
Cc1cc(-c2onc(C)c2C(=O)N/N=C/c2ccccc2)no1 | 6.8 | 2.3%
CC(C)N1CCc2c(sc(N)c2C#N)C1 | 10.0 | -1.5%
O=c1[nH]c(=O)n(Cc2ccco2)c(O)c1C=NCCCn1ccnc1 | -6.2 | .
CCOC(=O)c1[nH]c2ccc(Cl)cc2c1NC(=O)/C=C/c1ccc2c(c1)OCO2 | 6.5 | -3.9%
COc1ccc2c(c1)CC(C1(O)C(=O)N(C)c3ccccc31)C2=O (configuration not stated) | -10.2 | -4.2%
Cc1nn(-c2ccccc2)c(Cl)c1/C=N/NC(N)=O | 2.8 | -2.3%
CCNC(=S)NNC(=O)c1cccc(Br)c1 | 6.2 | -7.1%
CC(C)c1cc(C(=O)Nc2cccnc2)no1 | 43.5 | 2.6%
CC(C)Oc1cccc(C(=O)Nc2ccccc2N2CCOCC2)c1 | -8.1 | 0.9%
COc1ccc(-n2nnnc2SCC(=O)c2ccc(OC)c(OC)c2)cc1 | . | 2.6%
Cc1ccc(N=c2sc(C)c(C)n2C)cc1 | 0.1 | 4.6%
CC1=CC2(O)OCCN(CCO)C2=CC1=O (configuration not stated) | . | -3.2%
Cc1cc2cc3c(=O)[nH]c(=O)[nH]c3nc2cc1C | . | 4.3%
CCN1C(=O)C(C(=O)c2ccccc2)SC1=S (configuration not stated) | -15.9 | -1.7%
Cc1cc(C)cc(NS(=O)(=O)c2ccc(F)cc2)c1 | . | 5.5%
O=C1c2ccccc2C(=O)N1CCCCN(C(=O)c1cc([N+](=O)[O-])cc([N+](=O)[O-])c1)c1ccc(Cl)cc1 | 1.6 | 1.3%
COc1ccc(OC)c(C(=O)CSc2nc3ncccc3[nH]2)c1 | . | 6.8%
CC1CCCCN1Cc1cccnc1 (configuration not stated) | -6.4 | -3.5%
C=CCc1cccc2cc(C(=O)NCc3cccnc3)c(=O)oc12 | -5.1 | -3.1%
CC(=O)Nc1ccc(NC(=O)C2CCCN(c3ncccn3)C2)cc1 (configuration not stated) | . | 1.1%
O=C(NC1CS(=O)(=O)CC1NCc1ccco1)c1ccccc1 (configuration not stated) | . | -2.7%
